Screening results deposited in PubChem BioAssay by Southern Research Specialized Biocontainment Screening Center.
VEEV TC-83 Vero: inhibitors of VEEV TC-83 cytopathic effect, confirmation, Vero cells (AID 588727); Vero cells, VEEV TC-83 cytopathic effect inhibition; higher % means a stronger effect; inhibition, % at 20 µM, or IC50 in µM where a hit was titrated; actives 0.13% (n = 350,000); in the data active = a potency from the dose series; inconclusive = inhibition mostly from about 14% at the one dose, without a potency; inactive = the rest, 99 in 100 with inhibition below about 12%; also: strong numbers were not always called active
H37Rv inhibition: M. tuberculosis growth inhibition, HTS (AID 449762); M. tuberculosis H37Rv growth inhibition, 7H9 media; higher % means a stronger effect; actives 0.59% (n = 330,000); one-dose inhibition, % at 25 µM; IC50 in µM for titrated hits; in the data active = a potency from the dose series; inconclusive = inhibition above about 70% without an active follow-up result;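 also: bacterial growth assessed after seven days of incubation; strong numbers were not always called active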
influenza NS1A: H1N1 influenza NS1A inhibitors, functional cell based assay (AID 504329). NS1A functional cell-based assay, percent inhibition; higher % means a stronger effect. inhibition, % at 12.5 µM, or IC50 in µM where a hit was titrated. actives 0.3% (n = 340,000); in the data active = a potency from the dose series; inconclusive = inhibition above about 27% without an active follow-up result; also: strong numbers were not always called active
Salmonella PhoP GFP: PhoP regulon inhibitors, Salmonella typhi PhoP promoter GFP reporter, confirmatory (AID 1850); inhibition, % at 50 µM, or IC50 in µM where a hit was titrated; actives 0.33% (n = 310,000); Salmonella Typhi PhoP-promoter GFP reporter, fluorescence, 4 h; higher % means a stronger effect; in the data active = a potency from the dose series; inconclusive = inhibition mostly from about 25% at the one dose, without a potency; inactive = the rest, 99 in 100 with inhibition below about 19%;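 also: 0% = induced wells with vehicle and 100% = uninduced wells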
M. tuberculosis: growth inhibition of non-replicating M. tuberculosis (AID 488890). Mycobacterium tuberculosis non-replicating, growth inhibition; higher % means a stronger effect. inhibition, % at 25 µM; hits with a dose series show IC50 in µM. actives 0.39% (n = 320,000); in the data active = a potency from the dose series; inconclusive = inhibition mostly from about 82% at the one dose, without a potency; inactive = the rest, 99 in 100 with inhibition below about 76%;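 also: plate controls were DMSO cells for no effect and high antibiotic wells for full effect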
VEEV TC-83 Vero 10K pilot screen: further read-out of VEEV TC-83 Vero, marked with its call; inhibition, %; measured here: 10K pilot screen inhibition
The depositor's hits bear a star; i = inactive; ? = inconclusive; . = not tested or not shown.

SMILES	VEEV TC-83 Vero	H37Rv inhibition	influenza NS1A	Salmonella PhoP GFP	M. tuberculosis	others
O=C(N/N=C\C=C\c1ccc2c(c1)OCO2)c1ccc(F)cc1	1.2%	70%	-7%	5%	-9%
CCCCOc1ccc(N(CC(=O)NCC2CCCO2)C(=O)CCC(=O)Nc2nccs2)cc1 (configuration not stated)	0.7%	-4%	4%	11%	-1%
CCCn1c(C)cc(C(=O)COc2ncnc3sccc23)c1C	3.6%	0%	22%	2%	26%
COCC(=O)N(C)[C@H]1C[C@H]2c3cc(Oc4ccccc4C)ccc3CCN2C(=O)[C@H]1[C@H](C)O	i	.	-30%	.	.
O=C(c1ccccc1)C1CCN(C(=O)c2c(F)cccc2F)CC1	i	-11%	-6%	1%	8%
OCCN1CCN(CC(O)COCc2ccc3c(c2)OCO3)CC1 (configuration not stated)	0.4%	-1%	-5%	8%	12%
COc1ccccc1NC(=S)NNC(=O)c1cc(C)n(C)n1	0.2%	-6%	5%	-2%	-13%	VEEV TC-83 Vero 10K pilot screen=0.5
COc1ccc(N=C2c3ccccc3-c3ccc([N+](=O)[O-])cc32)cc1	1.6%	.	17%	.	.
O=C(CCNC(=O)c1ccc([N+](=O)[O-])cc1)Nc1ccc(N2CCOCC2)cc1N1CCOCC1	0.1%	1%	-4%	-12%	-14%
COc1ccc(C(CCNC(C)c2ccccc2)C(C)C)cc1 (configuration not stated)	i	5%	.	11%	64%
COc1ccc(CNC(=O)C2CCN(S(C)(=O)=O)CC2)cc1	0.8%	-2%	-17%	0%	-9%
CN(C)S(=O)(=O)c1ccc(C(=O)OCC(=O)NC(=O)NCc2ccccc2)cc1	2.2%	-4%	-1%	-4%	-11%
O=C(Nc1cccc(OC(=O)N2CCOCC2)c1)N1CCOCC1	3.9%	4%	5%	0%	-5%
O=C(CSc1c(Cl)cccc1Cl)N1CCC(c2nc3ccccc3s2)CC1	4.1%	6%	1%	4%	49%
N#Cc1ccc(Cl)cc1NC(=O)COC(=O)c1ccc(S(=O)(=O)N2CCCC2)cc1	0.1%	-3%	-1%	5%	-8%
O=C(Nc1ccccn1)NC1CCS(=O)(=O)C1 (configuration not stated)	1.6%	-1%	-1%	15%	-7%
O=C(Nc1c2c(nn1-c1ccc(Cl)cc1)CS(=O)(=O)C2)c1ccc2c(c1)OCO2	2.3%	.	13%	-6%	.
CN(c1ccccc1C(=O)Nc1ccc2c(c1)n(C)c(=O)n2C)S(C)(=O)=O	0.3%	-4%	-5%	-1%	0%
CCOc1ncccc1C(=O)N1CCCSC1=Nc1ccc(C(C)=O)cc1	0.2%	8%	-5%	-17%	1%
Cc1ccc(C(=O)CNc2ccc(C)cc2C)cc1	0.4%	-8%	-5%	0%	68%
CC[C@]12c3[nH]c4ccccc4c3CCN1C(=O)C(CC(=O)NCCCOC)C[C@@H]2C(=O)N1CCN(C(=O)C2CC2)CC1 (some centres not stated)	0.2%	-1%	-9%	.	-2%
COc1ccc(CNC(=O)c2cc(=O)c3ccc(C)c(C)c3o2)cc1	i	3%	4%	1%	2%
COc1cccc(CNC(=O)CC(NC(C)=O)c2ccccc2)c1 (configuration not stated)	1.0%	-5%	-10%	1%	-8%
COc1ccc(CCNC(=O)COC(=O)c2cnc(Cl)c(Cl)c2)cc1	i	-3%	2%	.	48%
O=C(Nn1cnc2ccccc2c1=O)c1ccc(Br)cc1	0.5%	-7%	1%	10%	3%

Reprinted from the part before: two compounds; new compounds follow.
SMILES	VEEV TC-83 Vero	H37Rv inhibition	influenza NS1A	Salmonella PhoP GFP	M. tuberculosis	others
COc1ccc(CCNC(=O)COC(=O)c2cnc(Cl)c(Cl)c2)cc1	i	-3%	2%	.	48%
O=C(Nn1cnc2ccccc2c1=O)c1ccc(Br)cc1	0.5%	-7%	1%	10%	3%
CN1CC(c2ccc(Cl)c(Cl)c2)[C@@]2(COc3ccccc3C2=O)[C@@]12C(=O)Nc1ccccc12 (some centres not stated)	11%	4%	-1%	-3%	7%
NC(=NC(=O)c1ccc(Cl)cc1)N1N=CCC1c1ccccc1 (configuration not stated)	5.2%	53%	-17%	4%	2%
O=C(CN1CCN(Cc2ccccc2)CC1)N/N=C/c1cccnc1	0.9%	2%	6%	1%	-7%
CC1CCCC(C)N1/N=C/c1ccc(Cl)cc1 (configuration not stated)	0.2%	2%	5%	0%	6%
Brc1ccc(Nc2ncnc3[nH]ncc23)cc1	7.2%	5%	.	-1%	21%
O=C(O)CCc1n[nH]c(=S)[nH]c1=O	0.8%	-3%	1%	.	.
COc1ccc2c(=O)c(-c3ccc(OC)c(OC)c3)coc2c1	6.0%	-9%	-1%	-11%	8%
CCOC(=O)c1c(N)nn(C(=O)C(C)(C)C)c1-c1ccccc1	i	-2%	-2%	-2%	12%
CCOc1ccc(NC(=O)CSc2nnc(-c3ccoc3C)n2CC2CCCO2)cc1 (configuration not stated)	i	-10%	6%	-8%	10%
COc1ccc([N+](=O)[O-])cc1NS(=O)(=O)c1ccc(C)cc1	0.5%	1%	-5%	8%	-12%
Fc1ccc(-c2n[nH]c(=S)n2/N=C/c2c[nH]c3ccccc23)cc1	0.6%	11%	1%	-6%	-6%
CCN(CC)CCC(=O)N1c2ccccc2Sc2ccc(Cl)cc21	i	13%	4%	-9%	?
C=CCn1c(C)c(C(C)=O)c(N2CCOCC2)nc1=S	0.2%	8%	-6%	-6%	10%
O=C(CSc1nnc(SCC(=O)NCc2ccc3c(c2)OCO3)s1)NCc1ccc2c(c1)OCO2	i	.	0%	.	.
CCOC(=O)c1ccc(N=C2SC(C(=O)Nc3ccc(C(=O)O)cc3)CC(=O)N2Cc2cccs2)cc1 (configuration not stated)	1.4%	>100µM*	-6%	1%	i
Cc1nc2ccccc2nc1CN1CCN(Cc2ccc(F)c(F)c2)C(CCO)C1 (configuration not stated)	2.1%	-2%	-1%	1%	9%
CCC1(C)Cc2ccccc2-c2nc(SCC(N)=O)[nH]c(=O)c21 (configuration not stated)	0.4%	5%	15%	1%	-3%
COCCCNC(=O)Cn1nnc(-c2ccc(NC(=O)c3ccccc3F)cc2)n1	4.4%	8%	0%	-9%	-3%
Cc1cccc(CS(=O)(=O)c2cn(CC(=O)N3CCOCC3)c3ccccc23)c1	9.1%	-16%	-10%	-3%	7%
Cc1c(NC(=O)c2cccc(NC(=O)COc3ccc(C#N)cc3)c2)c(=O)n(-c2ccccc2)n1C	1.2%	.	-3%	.	.
CC(C)CCNC(=O)CCCOc1ccccc1	1.3%	0%	2%	6%	66%
Cc1ccc2nc(SCC(=O)NCc3ccc(S(N)(=O)=O)cc3)[nH]c2c1	0.6%	6%	1%	0%	-12%
COc1ccc(C)cc1NC(=O)c1ccc(OC(F)F)cc1	8.4%	39%	4%	6%	?
COc1cc(C)nc(NCc2ccccc2)n1	3.0%	-12%	-2%	4%	6%
CN(C)CCN1C(=O)C2C(C(=O)Nc3cc(Cl)cc(Cl)c3)C3C=CC2(O3)C1C(=O)NC1CCCCC1 (configuration not stated)	0.4%	6%	-2%	-23%	.

3 structures out of the list, arranged by length of the SMILES, smallest number first.
SMILES	VEEV TC-83 Vero	H37Rv inhibition	influenza NS1A	Salmonella PhoP GFP	M. tuberculosis	others
Brc1ccc(Nc2ncnc3[nH]ncc23)cc1	7.2%	5%	.	-1%	21%
Cc1nc2ccccc2nc1CN1CCN(Cc2ccc(F)c(F)c2)C(CCO)C1 (configuration not stated)	2.1%	-2%	-1%	1%	9%
Cc1c(NC(=O)c2cccc(NC(=O)COc3ccc(C#N)cc3)c2)c(=O)n(-c2ccccc2)n1C	1.2%	.	-3%	.	.

New compounds follow.
SMILES	VEEV TC-83 Vero	H37Rv inhibition	influenza NS1A	Salmonella PhoP GFP	M. tuberculosis	others
Cc1nc2nc(C)n(-c3ccccc3)c2s1	0.2%	-2%	-2%	-4%	65%
Cc1ccc(/C=N\NC(=O)Cc2cccn2C)o1	4.0%	-6%	.	7%	-3%
O=C(O)CN1C(=O)/C(=C\c2cn(CC(=O)N3CCOCC3)c3ccccc23)SC1=S	0.7%	-1%	7%	-63%	-9%
COc1cccc(OC)c1C(=O)Nc1ccc2c3c(cccc13)CC2	i	?	9%	5%	24%
Cc1ccc(-c2nc(C3CCCN(S(=O)(=O)c4ccc(C(C)(C)C)cc4)C3)no2)cc1 (configuration not stated)	0.3%	-14%	-6%	-9%	.
CCOc1ccc(CCNC(=O)COC(=O)/C=C/c2cccc(OC)c2)cc1OCC	3.0%	51%	-4%	-2%	23%
COc1cc(CN2CCc3ccccc3C2)ccc1O	?	0%	-29%	-21%	-9%
C=C1CCN([C@@H](CC(C)C)C(=O)NCc2ccco2)S(=O)(=O)c2ccccc21	0.2%	1%	8%	3%	17%
O=C(NC1CCCCC1)C1c2ccccc2C(=O)N1Cc1ccc2c(c1)OCO2 (configuration not stated)	1.8%	-8%	-2%	-3%	-14%
CC[C@H](C)[C@H]1O[C@]2(CC[C@@H]1C)C[C@@H]1C[C@@H](CC=C(C)[C@@H](O[C@H]3C[C@H](OC)[C@@H](O[C@H]4C[C@H](OC)[C@@H](O)[C@H](C)O4)[C@H](C)O3)[C@@H](C)C=CC=C3CO[C@@H]4[C@H](O)C(C)=C[C@@H](C(=O)O1)[C@]34O)O2	i	?	9%	2%	72%
CCOC(=O)/C(C#N)=C/c1ccc(OC)c(OC)c1	i	7%	1%	-9%	5%
COc1cc2cnc(CCO[C@H]3CCCCO3)cc2cc1OC	2.3%	-3%	1%	.	8%
Cc1n[nH]c(C)c1SCC(=O)Nc1ccc(F)cc1	0.7%	0%	6%	5%	20%
COC(=O)C1CN(S(=O)(=O)c2ccc(NC(C)=O)cc2)CCS1 (configuration not stated)	2.5%	9%	4%	11%	2%
Clc1ccc(Cc2ccccc2)nn1	1.4%	-9%	-20%	4%	50%
Cc1ccc(C(=O)NCc2ccc(Cl)cc2)cc1S(=O)(=O)N1CCCCC1	1.1%	-9%	5%	.	-3%
N#CC1(NC(=O)COc2ccccc2[N+](=O)[O-])CCCCC1	2.2%	-7%	-8%	-5%	6%
CCCCNC(=O)c1ccccc1NC(=O)CCC	i	-2%	8%	-1%	-2%	VEEV TC-83 Vero 10K pilot screen=0.2
O=C(NNC1=NS(=O)(=O)c2ccccc21)c1cccc([N+](=O)[O-])c1	0.6%	2%	-1%	-2%	-9%
O=C(CN1C(=O)COc2ccccc21)NNC(=O)Nc1ccccc1F	2.0%	0%	7%	-4%	-5%
Cc1cnc(C(=O)OCC(=O)N2CCc3ccccc32)cn1	0.4%	?	3%	-1%	58%
Cc1c(Cl)cccc1NC(=O)[C@@H](NC(=O)c1ccccc1Cl)C(C)C	i	9%	6%	-3%	0%
Cc1cccc(NC(=O)NC2(C(=O)NCc3ccco3)CCCCC2)c1	1.3%	3%	8%	3%	-18%
O=C(CNC(=S)N(Cc1ccccc1)Cc1cccs1)NCc1ccc(F)cc1	3.0%	.	3%	.	.
Cc1ccc(C(=O)C2CCN(CC(=O)NCc3ccc(F)cc3)CC2)cc1	0.5%	2%	7%	6%	37%

(further entries)
SMILES	VEEV TC-83 Vero	H37Rv inhibition	influenza NS1A	Salmonella PhoP GFP	M. tuberculosis	others
CC1(C)Cc2c(cnn2-c2ccc(F)cc2)C(NC(=O)c2ccco2)C1 (configuration not stated)	i	-8%	-9%	-7%	1%
CC(C)n1c(-c2ccc(C(C)(C)C)cc2)n[nH]c1=S	i	.	-2%	2%	.
CCS(=O)(=O)Nc1ccc(-c2cc(-c3ccccc3)c3cc(C)ccc3n2)cc1	4.3%	?	17%	-2%	12%
COc1ccc(NC(=O)CSc2nc3[nH]c(=O)cc(O)c3s2)c(OC)c1	0.6%	7%	-6%	.	29%
Cc1ccc2oc(=O)c3cnn(CC(=O)NCCC(C)C)c3c2c1	i	-9%	-2%	-9%	-1%
CC(=O)Nc1ccc(NC(=O)C(C)NC(C)c2cccc3ccccc23)cc1 (configuration not stated)	0.3%	5%	9%	7%	-1%
CC(=O)OCC[C@H](NS(=O)(=O)OCC(Cl)(Cl)Cl)c1ccccc1	i	2%	-15%	-1%	-7%
CCCNC(=O)c1c(Cl)cnn1-c1ccc(C)cc1	5.5%	1%	.	11%	-7%
COc1ccc(CN2C(=O)c3cccnc3C2=O)cc1S(=O)(=O)NC1CCCCC1C (configuration not stated)	2.2%	-4%	2%	12%	-16%
Cc1ccccc1NC(=O)CSc1nnc2ccc(-c3ccccn3)nn12	3.4%	0%	-4%	-32%	-3%
O=C(N/N=C/c1ccc(Cl)cc1Cl)c1ccncc1	2.0%	?	-7%	-12%	53%
